# Screening results as filed in PubChem.
# SIRT5 block – SIRT5 desuccinylase inhibitors, primary screen, biochemical, fluorescence imaging, single point, set 5. actives 1.1% (n = 330,000). Purified SirT5, succinyl-peptide AMC, trypsin-coupled fluorescence. AID 652115, 2013. inhibition, % at 15 µM; in the data active = inhibition above about 15%; inconclusive = no clear call, values can overlap the other calls
# Target sequence (Q9NXA8 whole entry, looked up): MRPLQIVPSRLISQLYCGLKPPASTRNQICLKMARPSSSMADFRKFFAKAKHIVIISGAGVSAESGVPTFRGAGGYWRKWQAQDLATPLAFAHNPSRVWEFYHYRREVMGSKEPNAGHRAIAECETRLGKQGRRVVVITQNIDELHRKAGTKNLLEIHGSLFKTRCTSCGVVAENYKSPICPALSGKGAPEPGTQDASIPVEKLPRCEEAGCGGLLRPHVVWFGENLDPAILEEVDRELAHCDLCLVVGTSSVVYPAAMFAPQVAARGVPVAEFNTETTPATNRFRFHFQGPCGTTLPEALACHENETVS
# S100A4 inh HTS – inhibitors of S100A4-myosin IIA peptide binding, primary screen, biochemical, fluorescence polarization, TAMRA-MyoIIA peptide | inhibition, % at 10.7 µM | actives 0.14% (n = 360,000) | Protein S100-A4 (Homo sapiens), P26447 | AID 652163, 2013;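 active = mean inhibition of at least 70% across replicates, with every replicate also reaching that level; inconclusive = mean inhibition reaches 70% but some replicates fall short; inactive = mean inhibition below 70%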
# Target sequence (P26447 whole entry, looked up): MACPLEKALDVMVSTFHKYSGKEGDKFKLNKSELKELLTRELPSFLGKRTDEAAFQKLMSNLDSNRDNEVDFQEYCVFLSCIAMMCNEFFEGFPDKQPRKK
#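 incubation = readout 5 min after mixing, signal stable up to 60 min | system = S100A4 monomer protein | buffer or medium = HEPES pH 7.2 with CaCl2, KCl, NaCl, DTT, Triton | benchmarks = neutral control DMSO, positive control TFP | also added = fluorescent myosin IIA peptide, 5 nM | compound dosing = one concentration per compound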
# ERp5 block – inhibitors of ERp5-driven insulin aggregation, primary screen, biochemical, turbidity, absorbance 650 nm, single point. 90 min. AID 651711, 2012. actives 0.05% (n = 350,000). inhibition, % at 9.99 µM. Protein disulfide-isomerase A6 (Homo sapiens), Q15084;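 active = mean replicate inhibition above about 25%, with every replicate also reaching it, limit read from the data, passing the limit was not always enough; inconclusive = only one of those two criteria met; inactive = neither criterion met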
# Statin myotox sup – suppressors of statin myotoxicity in C2C12 myotubes, primary screen, cell-based, single point, plate reader | C2C12 myotubes + simvastatin, ATP luminescence, 48 h; scaled: DMSO 0, geranylgeraniol control 100 | rescue of ATP level, % at 7.49 µM | actives 0.78% (n = 330,000) | AID 602340, 2012;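 active = mean ATP rescue above about 67%, or every replicate alone reaching that limit, limit read from the data, passing the limit was not always enough; inconclusive = no clear call, values can overlap the other calls; inactive = mean under the limit and some replicate under it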;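 also: myotubes were challenged with 10 µM simvastatin during compound exposure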
# PglD DTNB – C. jejuni PglD acetyltransferase inhibitors, primary screen, biochemical, DTNB colorimetric, single point. UDP-N-acetylbacillosamine N-acetyltransferase PglD (Campylobacter jejuni). purified PglD enzyme, DTNB colorimetric CoA detection. inhibition, % at 12.5 µM. actives 0.098% (n = 360,000). AID 602405, 2012; in the data active = inhibition above about 16%, passing the limit was not always enough; inconclusive = no clear call, values can overlap the other calls; also: strong numbers were not always called active
# DENV2 CPE rescue – inhibitors of DENV2 cytopathic effect, primary screen, cell-based, plate reader, single concentration; CPE inhibition, % at 9.99 µM; actives 1.7% (n = 350,000); DENV2-infected cells, cytopathic effect rescue; in the data active = CPE inhibition above about 20%, passing the limit was not always enough; inconclusive = no clear call, values can overlap the other calls; tested in BHK-21 cells;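 also: 0% = median of neutral control wells and 100% = median of positive control wells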
# E-sel inducer – E-selectin induction in HUVECs, primary screen, imaging, HUVEC, immunofluorescence imaging, single point; normalized: neutral wells 0, TNF-alpha wells 100; actives 0.37% (n = 260,000); P16581; activation, % at 7.58 µM;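 active = mean E-selectin-positive cell signal at least 10% of the positive control, reached in at least 60% of replicates, without over 20% cell loss; inconclusive = no rule given, readout overlaps actives, possibly toxicity-flagged; inactive = the rest, including those meeting only one limit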;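 also: in these data hits start at about 27%; measured in HUVEC primary endothelial cells; signal is the percent of cells scored E-selectin positive by PE staining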
# Target sequence (P16581 whole entry, looked up): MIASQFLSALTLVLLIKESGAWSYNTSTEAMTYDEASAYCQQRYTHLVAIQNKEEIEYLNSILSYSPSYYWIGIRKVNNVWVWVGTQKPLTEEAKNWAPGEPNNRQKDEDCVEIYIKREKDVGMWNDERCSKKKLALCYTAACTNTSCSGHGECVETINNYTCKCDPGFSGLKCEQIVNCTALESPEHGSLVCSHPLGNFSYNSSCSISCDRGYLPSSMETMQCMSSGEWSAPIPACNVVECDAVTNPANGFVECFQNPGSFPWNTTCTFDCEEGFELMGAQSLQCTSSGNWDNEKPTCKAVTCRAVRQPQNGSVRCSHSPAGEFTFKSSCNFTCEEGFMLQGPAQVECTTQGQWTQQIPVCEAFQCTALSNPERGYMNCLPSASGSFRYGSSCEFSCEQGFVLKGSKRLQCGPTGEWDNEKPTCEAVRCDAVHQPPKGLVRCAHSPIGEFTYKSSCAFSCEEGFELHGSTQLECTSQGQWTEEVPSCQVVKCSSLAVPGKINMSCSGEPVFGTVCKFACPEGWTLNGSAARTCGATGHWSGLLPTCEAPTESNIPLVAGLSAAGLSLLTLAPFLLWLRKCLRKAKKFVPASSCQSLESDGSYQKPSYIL
#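 Material: HUVEC primary endothelial cells; Amount: 3,000 cells per well; Dosing: single concentration; Medium: EGM-2 growth medium on 0.1% gelatin-coated wells; Read-out basis: percent E-selectin-positive cells; Signal: immunofluorescence imaging; Control set: TNF-alpha, DMSO.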
# An asterisk follows results filed as active; ? = inconclusive; . = not tested or not shown; & = joins results of further samples. An excerpt; rates above refer to the full screens.
# The first 2 records, to show the layout:
SMILES,SIRT5 block,S100A4 inh HTS,ERp5 block,Statin myotox sup,PglD DTNB,DENV2 CPE rescue,E-sel inducer
Cc1ccc(C(=O)Oc2ccc3ccc(=O)oc3c2)cc1,-2,-3,5,6,3,-7,.
CC1(C(=O)NCc2ccc(C(F)(F)F)cc2)CCN1Cc1ccc(-c2ccccc2)o1 (centres undefined),-5,25,1,-2,-1,-8,-0.4

# Main list, repeating the preview:
SMILES,SIRT5 block,S100A4 inh HTS,ERp5 block,Statin myotox sup,PglD DTNB,DENV2 CPE rescue,E-sel inducer
Cc1ccc(C(=O)Oc2ccc3ccc(=O)oc3c2)cc1,-2,-3,5,6,3,-7,.
CC1(C(=O)NCc2ccc(C(F)(F)F)cc2)CCN1Cc1ccc(-c2ccccc2)o1 (centres undefined),-5,25,1,-2,-1,-8,-0.4
Cc1ccc(C(=O)Nc2ccc(O)cc2C(=O)O)cc1C,3,3,5,0,-1,4,.
COC(=O)Cc1nnn2c1[C@H](C)[C@H](c1ccccc1Br)OC[C@@H]2c1ccccc1,.,-11,1,.,.,-13,0.7
CCNc1nc(NCC)n2c(SCC(=O)Nc3cc(Cl)ccc3OC)nnc2n1,0,-2,6,13,2,-5,-0.1
Cc1ccccc1C1c2[nH]c3ccccc3c2C[C@H]2C(=O)N(c3ccccc3C(=O)NCCCN3CCOCC3)C(=O)N12 (some centres undefined),-1,1,-2,0,-1,1,.
Cc1ccc2cc(/C=N/Nc3nc4ccccc4[nH]3)c(Cl)nc2c1,-4,-18,0,.,.,-2,.
CCOc1ccccc1N1CCN(C(=O)C2CSC3(C)CCC(=O)N23)CC1 (centres undefined),-8,-1,-7,3,0,5,.
O=C(COC(=O)CNC(=O)c1cccs1)Nc1ccc(C(F)(F)F)cc1[N+](=O)[O-],0,2,-5,15,4,0,.
O=C(NCC(F)(F)F)[C@@H]1c2ccccc2C(=O)N(CC23CC4CC(CC(C4)C2)C3)[C@H]1c1ccc(CO)cc1,1,-5,1,.,-4,17,.
CO[C@@H]1CC[C@H]2CCN(C)C(=O)[C@H](C)CN(C)C(=O)c3cccc(C#N)c3OC[C@@H]1O2,-1,4,2,-23,1,0,-0.1
C(=C\c1ccccc1)/CN1CCN(C(c2cccs2)c2nnnn2Cc2ccccc2)CC1 (centres undefined),.,2,3,0,10,?,-0.3

# Part of the list above, with two lines to a compound:
# Below each SMILES: SIRT5 block	S100A4 inh HTS	ERp5 block	Statin myotox sup	PglD DTNB	DENV2 CPE rescue	E-sel inducer
Cc1ccc(C(=O)Nc2ccc(O)cc2C(=O)O)cc1C
→ 3	3	5	0	-1	4	.
COC(=O)Cc1nnn2c1[C@H](C)[C@H](c1ccccc1Br)OC[C@@H]2c1ccccc1
→ .	-11	1	.	.	-13	0.7
CCNc1nc(NCC)n2c(SCC(=O)Nc3cc(Cl)ccc3OC)nnc2n1
→ 0	-2	6	13	2	-5	-0.1
Cc1ccccc1C1c2[nH]c3ccccc3c2C[C@H]2C(=O)N(c3ccccc3C(=O)NCCCN3CCOCC3)C(=O)N12 (some centres undefined)
→ -1	1	-2	0	-1	1	.

# Next entries.
SMILES,SIRT5 block,S100A4 inh HTS,ERp5 block,Statin myotox sup,PglD DTNB,DENV2 CPE rescue,E-sel inducer
CN(CC(=O)N1CCCc2c1c(=O)oc1ccc(O)cc21)Cc1ccccc1,.,.,.,0,0,.,-0.1
C[C@@H]1CCCCO[C@@H](CN(C)S(C)(=O)=O)[C@H](C)CN([C@@H](C)CO)C(=O)c2cc(NC(=O)CCCN(C)C)ccc2O1,3,43,3,26,1,?,-0.1
O=[N+]([O-])c1ccccc1-c1ccc(C(=S)N2CCCC2)o1,1,-3,2,24,-1,1,0.3
CC1CCC2(CC1)NC(=O)N(NC(=O)c1cc3ccccc3o1)C2=O (centres undefined),6,3,-1,-3,8,?,0.9
CCC(CC)C(=O)NCCc1cc2cc(C)c(C)cc2[nH]c1=O,.,-3,-5,-21,4,-2,0.0
CCCN(C)C[C@@H]1Oc2cc(C#Cc3ccc(F)cc3)ccc2S(=O)(=O)N([C@H](C)CO)C[C@@H]1C,13,-4,6,-16,3,-2,0.0
CCOC(=O)c1c(NC(=O)CSc2cccc[n+]2[O-])sc(C(=O)Nc2ccccc2)c1C,-2,0,-1,.,.,14,-0.1
COc1cccc(/C=N/NC(=O)C(=O)N/N=C/c2cccc(OC)c2O)c1O,0,-7,1,.,.,1,.
C[C@@H]1CN([C@@H](C)CO)S(=O)(=O)c2ccc(C3=CCCCC3)cc2O[C@H]1CN(C)C(=O)Cc1ccncc1,9,-33,0,-8,-1,1,-0.2
CC(=O)N(C)C[C@H]1Oc2ncc(-c3cncnc3)cc2C(=O)N([C@H](C)CO)C[C@@H]1C,-1,7,-7,7,3,-9,-0.3
O=C(Nc1nc(-c2ccccn2)cs1)c1ccco1,3,7,0,.,.,3,.
O=C1CCCN1c1ncc(S(=O)(=O)c2ccc([N+](=O)[O-])cc2)s1,4,0,6,4,.,1,.
O=C(c1nc2ccc(Cl)cn2c1CNCCc1cnccn1)N1CCCCCCC1,1,-1,3,-6,-4,1,.
CO[C@H]1CN(C)C(=O)c2ccc(NS(C)(=O)=O)cc2OC[C@@H](C)N(Cc2ccccc2)C[C@H]1C,2,1,-1,-21,3,2,-0.1
O=C(c1cccc(F)c1)N1CC2(C1)[C@@H](c1ccccc1)[C@@H](CO)N2C(=O)C1CCC1,2,-9,2,.,.,-5,0.1
O=C(C[C@H]1C[C@@H]2c3cc(NC(=O)Nc4ccccc4F)ccc3O[C@@H]2[C@H](CO)O1)NCC1CC1,2,2,-3,-4,-2,-4,-0.3
CCOC1=C2[C@@H](CN(S(=O)(=O)c3ccc(C)cc3)[C@H]2c2ccccc2Cl)[C@H]2C(=O)NC(=O)[C@H]2C1,0,-16,6,-7,1,6,3.9
Cc1ccc(C(=O)C2CCN(C(=S)NCCCOC(C)C)CC2)cc1,0,-1,2,5,1,-2,.
NNc1nnc2c3cc(F)ccc3n(CCc3ccccc3)c2n1,0,0,3,.,.,?,.
CC(C)CC#Cc1ccc2c(c1)O[C@H](CN(C)C(=O)CN(C)C)[C@H](C)CN([C@H](C)CO)S2(=O)=O,6,26,2,-6,4,0,0.5
Cc1cc(C(=O)N2CCC2(C)C(=O)NS(=O)(=O)c2ccccc2Cl)nn1C (centres undefined),-2,-2,-2,5,1,2,.
COCCNC(=O)CN(Cc1ccco1)C(=O)CCC(=O)Nc1nccs1,-5,2,1,4,-3,-2,.
CCOC(=O)N1CCC(N2C(=O)c3ccc(C(=O)NCCOC)cc3C2=O)CC1,-1,-1,5,-3,-3,-5,0.1
C=CCN1N=C(/C=C/c2ccc(OC)cc2)CCC1=O,2,4,0,-6,7,-4,-0.3

# Full records, looked up by structure:
# CO[C@@H]1CC[C@H]2CCN(C)C(=O)[C@H](C)CN(C)C(=O)c3cccc(C#N)c3OC[C@@H]1O2 is listed as SIRT5 block: -1; S100A4 inh HTS: 4; ERp5 block: 2; Statin myotox sup: -23; PglD DTNB: 1; DENV2 CPE rescue: 0; E-sel inducer: -0.1
# CCOC(=O)c1c(NC(=O)CSc2cccc[n+]2[O-])sc(C(=O)Nc2ccccc2)c1C is listed as SIRT5 block: -2; S100A4 inh HTS: 0; ERp5 block: -1; Statin myotox sup: .; PglD DTNB: .; DENV2 CPE rescue: 14; E-sel inducer: -0.1

# Additional records:
SMILES,SIRT5 block,S100A4 inh HTS,ERp5 block,Statin myotox sup,PglD DTNB,DENV2 CPE rescue,E-sel inducer
Cc1noc(C)c1NC(=O)Nc1cccc2c1O[C@@H](CN(C)Cc1ccc3c(c1)OCO3)[C@H](C)CN([C@@H](C)CO)C2=O,-2,2,3,-21,1,-6,21
CC(=O)c1ccc(NC(=O)COC(=O)c2ccc(F)cc2F)cc1,-1,13,2,16,1,0,0.2
C=C(C)CN(CC)C(=O)CC1C(=O)NCCN1Cc1c(F)cccc1Cl (centres undefined),0,-3,-4,.,.,16,-0.1
C[C@@H]1CN([C@H](C)CO)C(=O)c2cc(/C=C/c3ccccc3)cnc2O[C@@H]1CN(C)C,-20,5,3,8,0,4,0.5
O=C(O)C(CO)(c1ccccc1)c1ccccc1,.,-5,-6,11,9,0,-0.1
O=C(NCc1cccc(F)c1)c1cccc2c1C(=O)c1ccc(Cl)cc1S2(=O)=O,.,16,0,0,-7,-5,0.0
O=C(C[C@@H]1CC[C@H](NC(=O)CN2CCOCC2)[C@@H](CO)O1)NC1CCCCC1,12,6,-2,-10,4,-8,0.5
CN(C)C(=O)c1ccc(-c2ccc3c(c2)[C@@H]2[C@@H](CCN2Cc2ccc4c(c2)OCO4)[C@@H](CO)N3)cc1,-2,9,-2,-16,0,-11,-0.3
CN(C)c1ccc(C=C(C#N)C(=O)c2ccccc2)cc1Br,.,5,-3,.,.,-1,-0.1
Cc1c(C)c2ccc(OCC(=O)NC(Cc3ccc(Cl)cc3)C(=O)O)cc2oc1=O (centres undefined),-11,9,5,0,-1,-4,.
COc1ccc(OCCCC(=O)NCCc2nc3ccccc3[nH]2)cc1,1,-1,4,.,.,5,.
CC(C)C[C@H]1CNC(=S)N1C[C@H]1CCCN1C[C@H](Cc1ccc(O)cc1)N1C[C@H](Cc2ccc(O)cc2)N(CC2CCCCCC2)C1=S,.,1,-3,-15,-4,-6,-0.5
O=C1C[C@@](C(=O)NCCN2CCOCC2)(c2ccc([N+](=O)[O-])cc2)[C@@H](c2ccc(CO)cc2)N1CC12CC3CC(CC(C3)C1)C2,-8,7,-2,.,2,-4,.
C[C@@H]1CCCCO[C@H](CN(C)S(=O)(=O)c2cccs2)[C@@H](C)CN([C@H](C)CO)C(=O)c2cc(NC(=O)CCCN(C)C)ccc2O1,-1,14,-2,.,1,.,-0.2
NS(=O)(=O)c1ccc(NC(=O)C2Cc3ccccc3CN2C(=O)c2ccco2)cc1 (centres undefined),1,8,1,3,-11,0,0.1
COc1ccc(S(=O)(=O)Nc2ccc3c(c2)C(=O)N([C@H](C)CO)C[C@H](C)[C@@H](CN(C)C(=O)NC(C)C)O3)cc1,-4,1,3,4,-2,?,6.2&-0.1
CC1(C)NC(=O)N(CCOCCSc2ccccc2)C1=O,0,2,-6,-9,.,-4,.
COc1ccc(C(CNC(=O)c2cccc(S(=O)(=O)Nc3ccc(C)cc3)c2)N2CCCCC2)cc1 (centres undefined),2,-8,1,-39,.,-8,.
NC(=O)COC(=O)/C=C/c1ccccc1[N+](=O)[O-],-13,-7,1,.,.,14,-0.3
O=C(NCCc1ccc(Cl)cc1)c1ccc(CS(=O)Cc2ccc(Cl)cc2)o1 (centres undefined),-5,-2,-4,16,-2,1,.
CN1N=C(C(=O)NC2CCCc3c2cnn3-c2ccc(F)cc2F)CCC1=O (centres undefined),-6,-1,-2,14,1,-5,0.9
Cc1ccc(S(=O)(=O)Nc2ccc3c(c2)C(=O)N([C@H](C)CO)C[C@@H](C)[C@@H](CN(C)Cc2ccc(C(=O)Nc4ccccc4N)cc2)O3)cc1,12,-5,3,-6,4,-2,6.5
